M5 antag: CHRM5 antagonism in calcium assay. inhibition, % at 3 µM. hit rate 0.59% among 360,000. AID 624040. CHO-hM5 cells, Fluo-8 calcium fluorescence, ACh EC80. P08912;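 active means inhibition above a per-plate cutoff, the mean of that plate's test compounds plus 3 SD, cut at about 27% in these data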;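 further: 0% = acetylcholine EC80 with DMSO and 100% = DMSO without agonist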
Target sequence (P08912 whole entry, looked up): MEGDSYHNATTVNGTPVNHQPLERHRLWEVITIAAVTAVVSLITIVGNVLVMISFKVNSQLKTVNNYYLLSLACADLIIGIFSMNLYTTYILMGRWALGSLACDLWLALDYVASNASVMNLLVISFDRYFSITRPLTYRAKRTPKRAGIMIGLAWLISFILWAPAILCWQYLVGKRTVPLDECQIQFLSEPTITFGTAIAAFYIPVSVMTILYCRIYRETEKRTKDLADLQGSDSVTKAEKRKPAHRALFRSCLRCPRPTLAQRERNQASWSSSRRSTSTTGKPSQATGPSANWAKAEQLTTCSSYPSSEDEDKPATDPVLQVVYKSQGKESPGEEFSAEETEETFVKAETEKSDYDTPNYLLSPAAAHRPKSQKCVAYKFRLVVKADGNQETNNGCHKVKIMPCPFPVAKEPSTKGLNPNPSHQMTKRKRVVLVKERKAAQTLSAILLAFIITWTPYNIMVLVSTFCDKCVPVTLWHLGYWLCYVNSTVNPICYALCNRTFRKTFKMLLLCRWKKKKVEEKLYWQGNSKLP
M1 PAM: potentiates human M1 receptor response to acetylcholine. P11229. CHO-K1 hM1, Fluo-8 calcium fluorescence, ACh EC20; 0% = ACh EC20, 100% = maximal ACh. activation, % at 3 µM. hit rate 0.088% among 360,000. AID 588819; in the data active means activation above about 19%, passing the limit was not always enough
M4 antag: antagonists of human muscarinic M4 receptor (CHRM4); CHO-hM4 cells, ACh EC80, Fluo-8 calcium fluorescence; P08173; hit rate 0.73% among 360,000; inhibition, % at 3 µM;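 active means inhibition above its plate's cutoff, the mean inhibition of sample wells plus 3 SD, cut at about 27% in these data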;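 further: 0% = acetylcholine EC80 with DMSO and 100% = DMSO without agonist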
CHRM5 agonist: agonists of human muscarinic M5 receptor (CHRM5); P08912; hit rate 0.19% among 360,000; activation, % at 3 µM; CHO-K1 hM5 cells, Fluo-8 calcium fluorescence; 0% DMSO wells, 100% maximal acetylcholine response;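 active means activation above the run's mean over test compounds plus 3 SD, cut at about 23% in these data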;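 further: signal is peak over basal fluorescence ratio across the kinetic read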
M5 PAM: potentiates acetylcholine response at human M5 receptor. P08912. CHO-K1 hM5, Fluo-8 calcium, ACh EC20 PAM; 0% = ACh EC20, 100% = ACh EC100. activation, % at 3 µM. hit rate 0.3% among 360,000. AID 624038;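 active means activation above the run cutoff, the mean activation of all test compounds plus 3 SD, cut at about 18% in these data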
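Assay system: CHO-K1 hM5 cells. Also added: acetylcholine at EC20 concentration, added after compound. Dosing: 3 µM, single dose. Times: compound preincubation 140 s before EC20 acetylcholine addition. Signal: Fluo-8 calcium fluorescence. Measure: % activation relative to EC20 and EC100 ACh responses. Repeats: singlicate, one well per test compound.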
M1 antag: blocks human M1 muscarinic receptor; AID 588852; CHO-K1 hM1, Fluo-8 calcium fluorescence, ACh EC80 antagonist; P11229; inhibition, % at 3 µM; hit rate 1.3% among 360,000;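 active means percent inhibition above its own plate's cutoff, namely the mean of that plate's compound wells plus 3 SD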;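 further: peak over basal fluorescence ratio during 140 s after agonist addition; 0% = ACh EC80 plus DMSO and 100% = DMSO alone without agonist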
TAAR1 agonist: agonists of human TAAR1 | Q96RJ0 | CHO RD-HGA16 TAAR1, Fluo-8 calcium fluorescence; vehicle wells 0%, saturating PEA agonist 100% | activation, % at 3 µM | hit rate 0.99% among 360,000 | AID 624467;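 active means activation above the mean activation of all test compounds in the run plus 3 SD, cut at about 38% in these data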
Target sequence (Q96RJ0 whole entry, looked up): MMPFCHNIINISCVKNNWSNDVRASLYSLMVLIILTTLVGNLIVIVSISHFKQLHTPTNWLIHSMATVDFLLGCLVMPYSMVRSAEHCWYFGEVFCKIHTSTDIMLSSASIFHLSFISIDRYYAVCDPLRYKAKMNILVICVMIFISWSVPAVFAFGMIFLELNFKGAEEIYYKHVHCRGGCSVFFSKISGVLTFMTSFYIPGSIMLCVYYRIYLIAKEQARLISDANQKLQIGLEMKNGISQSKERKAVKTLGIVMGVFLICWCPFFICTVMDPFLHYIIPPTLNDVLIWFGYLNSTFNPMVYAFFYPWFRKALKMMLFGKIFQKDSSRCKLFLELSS
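test system = CHO RD-HGA16 cells carrying human TAAR1 plus Gα16 | schedule = 17-24 h seeding, 75 min 37 °C dye, 30 min RT | compound dosing = 3 µM single concentration | control set = DMSO and PEA EC100 | replicates = n 1 | signal = Fluo-8 fluorescence, 5 s baseline then 140 s kinetic read | measure = percent activation vs PEA EC100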
CHRM1 agonist: agonists of human M1 muscarinic receptor | P11229 | CHO-K1 hM1, Fluo-8 calcium fluorescence, agonist mode; 0% DMSO, 100% acetylcholine EC100 | activation, % at 3 µM | hit rate 0.33% among 360,000;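 active means activation above the run's mean compound activation plus 3 SD, cut at about 16% in these data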;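 further: peak over basal fluorescence ratio within a 140 s kinetic read after compound addition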
CHRM4 agonist: agonists of human muscarinic M4 receptor (CHRM4); P08173; CHO-K1 hM4/Gqi5, Fluo-8 calcium fluorescence; vehicle 0%, full acetylcholine response 100%; hit rate 0.14% among 360,000; activation, % at 3 µM;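 active means activation above the run mean over all test wells plus 3 SD, cut at about 32% in these data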;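 further: peak over basal fluorescence ratio per well then scaled between controls; 0% = DMSO wells and 100% = acetylcholine at EC100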
The depositor's hits bear a star; · = no result given.

SMILES | M5 antag | M1 PAM | M4 antag | CHRM5 agonist | M5 PAM | M1 antag | TAAR1 agonist | CHRM1 agonist | CHRM4 agonist
CCCCc1nc(C(N)=O)c2[nH]c(=O)n(-c3ccc(OCC)cc3)c2n1 | 12 | -3 | -6 | -6 | -6 | 11 | · | 1 | -1
S=C(NCCNC(=S)Nc1ccccc1)Nc1ccccc1 | -1 | 0 | -3 | 6 | -3 | -3 | 7 | 4 | 8
Cc1ccc(-n2c(N)c(C(=O)N3CCCCC3)sc2=S)cc1 | 4 | 4 | 3 | 2 | -5 | 5 | 6 | -3 | 1
CC(=O)c1sc(-c2ccc(F)cc2F)nc1C | 3 | 12 | -6 | -1 | -5 | -19 | 1 | -3 | 0
CCOC(=O)c1ccc(NC(=O)Cn2nc(C)c3ccccc3c2=O)cc1 | 7 | 3 | -13 | 0 | 4 | -10 | 1 | 0 | 2
Cc1cn([C@H]2C[C@H](O)[C@@H](CNC=O)O2)c(=O)[nH]c1=O | 6 | 19 | -20 | 0 | 0 | -21 | 3 | 2 | 1
O=C(O)CCC1(c2ccccc2)NC(=O)NC1=O (centres undefined) | 2 | 2 | -4 | 1 | -3 | -4 | 1 | -1 | 0
COc1ccc(Cl)cc1S(=O)(=O)N1CCN=C1Cc1ccccc1 | 0 | 7 | -7 | -2 | 1 | -8 | 0 | -4 | 2
COc1cccc(CNc2cc(C)ccn2)c1O | 6 | 4 | -2 | -12 | -1 | -7 | 0 | -10 | 1
Cc1[nH]n(-c2ccc(Cl)cc2)c(=O)c1C=Nc1ccc(S(=O)(=O)N2CCOCC2)cc1 | 2 | -3 | 3 | 5 | -5 | 3 | 12 | -2 | 2
COCCn1nnnc1SCC(=O)c1ccc(F)cc1 | -13 | 9 | -1 | -5 | 11 | -27 | 4 | -2 | 1
COc1ccc(C(=O)N/C(=C\c2ccc3c(c2)OCO3)C(=O)NCCc2nc3ccccc3[nH]2)cc1 | 8 | -3 | 6 | -3 | -6 | -4 | 0 | -6 | 2
O=c1cc(O)c2sc(Nc3ccc(Cl)c(F)c3)nc2[nH]1 | 0 | 6 | 4 | 0 | 3 | -8 | -1 | -2 | 0
CC1(C)CC(=O)N(c2ccccc2)C1(C)O (centres undefined) | 4 | 10 | 7 | 1 | 0 | -4 | 3 | -4 | 1
COc1cc(CCC(=O)OCC(=O)Nc2cccc(S(N)(=O)=O)c2)cc(OC)c1OC | -14 | 4 | 1 | -1 | 5 | -1 | 9 | -9 | 1
CN(C)c1ccc(-c2cc3ccccc3c(=O)o2)cc1 | -3 | 5 | -20 | 0 | 5 | -4 | 0 | -3 | 1
O=c1c2ccccc2sn1-c1cc(S(=O)(=O)N2CCOCC2)ccc1N1CCCC1 | -2 | 8 | -7 | 5 | 1 | -11 | 37 | 4 | 14
Cc1cc(C)cc(NC(=O)N2c3ccccc3NC(=O)CC2C)c1 (centres undefined) | 8 | 4 | -10 | 1 | -2 | -6 | 3 | -3 | 0
Cc1ccc(-c2csc(N3CCC(C(N)=O)(N4CCCCC4)CC3)n2)cc1 | 2 | 9 | -11 | 2 | -5 | -8 | 1 | -2 | 2
CCCc1nn(C)c(C(=O)Nc2cccc(CC)c2)c1Cl | -3 | 1 | -8 | 1 | 1 | -13 | 0 | -6 | -2
Cc1cc(F)ccc1C(O)c1ncc(-c2cccc(OCc3ccccc3)c2)[nH]1 (centres undefined) | 0 | -8 | -4 | 1 | -5 | 10 | 1 | -2 | 6
Cc1ccc(NC(=O)CCNC(=O)c2ccc(Br)cc2)nc1 | -13 | 19 | -8 | -2 | 13 | -20 | 1 | 2 | 0
Cc1ccc(C)c(-n2cc(CNC(C)Cn3cncn3)c(-c3ccccc3)n2)c1 (centres undefined) | -3 | -2 | -8 | -2 | 3 | 0 | 0 | -5 | 1
O=C(Cc1cn2ccsc2n1)Nc1ccccc1Oc1ccccc1 | -4 | 3 | 13 | 0 | 2 | 2 | 13 | -5 | 1
COc1cc(N2CCC(O)CC2)ccc1Nc1nnc(Cl)c(Nc2ccccc2S(C)(=O)=O)n1 | 6 | -4 | -11 | 6 | -1 | 7 | · | -7 | 13
CC(=O)N1C(=O)N(C(C)=O)C2C1N(C)C(=O)N2C(C)=O (centres undefined) | -16 | 14 | -10 | -2 | 2 | -15 | 1 | -6 | 1
O=C(CSc1nncn1-c1cccnc1)N1CCOCC1 | -7 | 2 | -3 | -2 | 1 | -13 | 0 | -2 | 0
COC(=O)c1sc2nc3c(cc2c1N)CCCC3 | 3 | -2 | 2 | -3 | -1 | 11 | 2 | -7 | 0
O=C(Nc1cccc(F)c1)N1C2CCC1CC(O)(c1cccnc1)C2 (centres undefined) | -4 | -6 | 1 | -5 | -3 | 5 | 9 | -5 | 0
CCN(CC)S(=O)(=O)c1ccc(N2CCN(S(=O)(=O)c3ccc4c(c3)OCCO4)CC2)nc1 | -1 | 6 | -1 | 2 | 4 | -12 | 2 | -2 | 1
COc1ccc(C(=O)COC(=O)c2ccccc2NS(=O)(=O)c2ccc(O)c([N+](=O)[O-])c2)cc1 | 13 | 6 | -5 | 2 | -10 | -11 | 3 | 1 | 9
O=C(Nc1ccc(F)cc1)Nc1nnc(-c2ccncc2)s1 | 11 | -4 | 2 | 4 | -12 | 3 | 37 | 3 | 3
N=c1ccn(CC(=O)NC(N)=O)c2ccccc12 | 3 | -5 | 6 | 1 | -2 | 12 | 5 | -6 | 1
CN(C)C(CNC(=O)c1cccc(C(F)(F)F)c1)c1ccco1 (centres undefined) | 6 | 10 | -5 | -4 | 1 | -11 | -2 | -11 | 2
CCNC(=S)N/N=C(\C)c1ccco1 | 1 | 12 | -11 | -8 | 9 | -7 | 2 | -5 | 1
O=C(COC(=O)c1ccc(Sc2ccccc2)c([N+](=O)[O-])c1)NC1CCS(=O)(=O)C1 (centres undefined) | 4 | -14 | 4 | -9 | -4 | 7 | 1 | -8 | 2
COCc1cc(C)nc(NCCc2ccccc2)c1C#N | -8 | 2 | 7 | -6 | 0 | -6 | 14 | -5 | 1
CSCCC(C(=O)OCC(=O)c1ccc(C)c(C)c1)N1C(=O)c2cc(Cl)c(Cl)cc2C1=O (centres undefined) | -3 | 6 | 9 | -8 | 9 | -6 | 11 | -1 | 0
Cc1cc(Cl)c2oc(C(=O)N3CCN(C(=O)c4ccco4)CC3)c(C)c2c1 | -11 | 7 | -9 | -1 | 5 | -8 | 2 | -6 | 5
Cc1ccc(Cl)cc1N(C(=O)c1csnn1)C(C(=O)NC1CCCC1)c1ccco1 (centres undefined) | 1 | 5 | 1 | -3 | 3 | -10 | 9 | -8 | 1

Next part; it opens with the two that closed the last part.
SMILES | M5 antag | M1 PAM | M4 antag | CHRM5 agonist | M5 PAM | M1 antag | TAAR1 agonist | CHRM1 agonist | CHRM4 agonist
Cc1cc(Cl)c2oc(C(=O)N3CCN(C(=O)c4ccco4)CC3)c(C)c2c1 | -11 | 7 | -9 | -1 | 5 | -8 | 2 | -6 | 5
Cc1ccc(Cl)cc1N(C(=O)c1csnn1)C(C(=O)NC1CCCC1)c1ccco1 (centres undefined) | 1 | 5 | 1 | -3 | 3 | -10 | 9 | -8 | 1
O=C(CSc1nnc([C@@H]2CCCN2)o1)c1ccc(Cl)cc1 | -8 | 5 | -12 | -1 | 1 | -7 | 6 | -6 | 1
O=C(NCCCO)c1ccc(CSc2nc3ccccc3[nH]2)cc1 | -3 | 7 | 2 | -7 | -9 | -4 | 9 | -14 | 1
Cc1ccc(-c2ccc(C(=O)Nc3cccc(F)c3)o2)c2ccccc12 | 4 | -4 | -15 | -2 | -2 | -4 | 0 | -7 | 2
N#CCc1c(C#N)c(N)nc(N2CCN(c3ccc(F)cc3)CC2)c1C#N | 15 | 3 | 1 | 4 | -11 | 1 | 15 | -1 | 9
O=[N+]([O-])c1ccccc1N/N=C/c1ccccc1 | -7 | 4 | -13 | -2 | 0 | -17 | -1 | -3 | 1
O=C(COC(=O)Cc1ccc2c(c1)OCCO2)Nc1ccc(S(=O)(=O)N2CCCC2)cc1 | -3 | 1 | -9 | -1 | -10 | 0 | 19 | -1 | 9
O=C1C2(CCC13COC(c1ccc(O)cc1)OC3)COC(c1ccc(O)cc1)OC2 (centres undefined) | 3 | 3 | -1 | 0 | -2 | -3 | 11 | -2 | 1
COc1cc(OC)cc(C(=O)N2CCC3(CC2)NCCc2[nH]cnc23)c1 | 0 | 1 | 0 | -4 | 0 | 5 | 5 | -5 | 1
O=C(CN1C(=O)NC2(CCCCC2)C1=O)Oc1ccc2c(C(F)(F)F)cc(=O)oc2c1 | 9 | 5 | 2 | 4 | -4 | 3 | 6 | 1 | 4
CCC(=O)Nc1nnc(SCCN2CCOCC2)s1 | 1 | -10 | -10 | 1 | -3 | 33* | 3 | -8 | 1
Cc1ccc2c(c1)N(CC(=O)N1CCCC(C)C1)C(=O)CO2 (centres undefined) | 8 | 7 | -3 | 2 | 2 | -8 | -2 | -3 | 2

Given as comma-separated lines: 13 of the compounds above.
structure,M5 antag,M1 PAM,M4 antag,CHRM5 agonist,M5 PAM,M1 antag,TAAR1 agonist,CHRM1 agonist,CHRM4 agonist
Cc1cc(Cl)c2oc(C(=O)N3CCN(C(=O)c4ccco4)CC3)c(C)c2c1,-11,7,-9,-1,5,-8,2,-6,5
Cc1ccc(Cl)cc1N(C(=O)c1csnn1)C(C(=O)NC1CCCC1)c1ccco1 (centres undefined),1,5,1,-3,3,-10,9,-8,1
O=C(CSc1nnc([C@@H]2CCCN2)o1)c1ccc(Cl)cc1,-8,5,-12,-1,1,-7,6,-6,1
O=C(NCCCO)c1ccc(CSc2nc3ccccc3[nH]2)cc1,-3,7,2,-7,-9,-4,9,-14,1
Cc1ccc(-c2ccc(C(=O)Nc3cccc(F)c3)o2)c2ccccc12,4,-4,-15,-2,-2,-4,0,-7,2
N#CCc1c(C#N)c(N)nc(N2CCN(c3ccc(F)cc3)CC2)c1C#N,15,3,1,4,-11,1,15,-1,9
O=[N+]([O-])c1ccccc1N/N=C/c1ccccc1,-7,4,-13,-2,0,-17,-1,-3,1
O=C(COC(=O)Cc1ccc2c(c1)OCCO2)Nc1ccc(S(=O)(=O)N2CCCC2)cc1,-3,1,-9,-1,-10,0,19,-1,9
O=C1C2(CCC13COC(c1ccc(O)cc1)OC3)COC(c1ccc(O)cc1)OC2 (centres undefined),3,3,-1,0,-2,-3,11,-2,1
COc1cc(OC)cc(C(=O)N2CCC3(CC2)NCCc2[nH]cnc23)c1,0,1,0,-4,0,5,5,-5,1
O=C(CN1C(=O)NC2(CCCCC2)C1=O)Oc1ccc2c(C(F)(F)F)cc(=O)oc2c1,9,5,2,4,-4,3,6,1,4
CCC(=O)Nc1nnc(SCCN2CCOCC2)s1,1,-10,-10,1,-3,33*,3,-8,1
Cc1ccc2c(c1)N(CC(=O)N1CCCC(C)C1)C(=O)CO2 (centres undefined),8,7,-3,2,2,-8,-2,-3,2

Not all compounds are listed, so the mix of outcomes need not match the whole.
